Mtb FBA inh: inhibitors of M. tuberculosis fructose-bisphosphate aldolase | P9WQA3 | purified M. tuberculosis FBA, fluorescence read-out | inhibition, % at 1 µM | 360,000 compounds, 2.3% hits; in the data active = inhibition above about 27%;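 note: 0% = vehicle and 100% = reference inhibitor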
Target sequence (P9WQA3 whole entry, looked up): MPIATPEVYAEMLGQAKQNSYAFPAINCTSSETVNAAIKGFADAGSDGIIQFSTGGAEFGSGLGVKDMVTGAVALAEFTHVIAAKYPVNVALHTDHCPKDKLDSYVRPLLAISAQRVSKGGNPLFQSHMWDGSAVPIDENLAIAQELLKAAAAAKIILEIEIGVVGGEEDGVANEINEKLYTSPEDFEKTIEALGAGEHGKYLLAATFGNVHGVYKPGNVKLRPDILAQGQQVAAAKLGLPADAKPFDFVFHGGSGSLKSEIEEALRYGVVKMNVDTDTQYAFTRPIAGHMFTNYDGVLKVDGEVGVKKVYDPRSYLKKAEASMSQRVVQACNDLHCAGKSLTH
PrPC TRFRET: inhibitors of human cell surface prion protein PrPC; 370,000 compounds, 0.43% hits; TR-FRET read-out; inhibition, % at 13.8 µM; P04156; AID 720596; in the data active = inhibition above about 24%; note: 0% = median of the test wells and 100% = reference compound wells
BoNT-A LC inh2: inhibitors of Botulinum neurotoxin A light chain protease; multiplex microsphere protease substrate cleavage, flow cytometry; inhibition, % at 10 µM; 360,000 compounds, 0.17% hits; AID 588499; in the data active = inhibition above about 30%; inconclusive = no clear call, values can overlap the other calls; note: plate controls were buffer without enzyme for full effect and enzyme alone for no effect
UGM FP inh: blocks M. tuberculosis UGM enzyme | 320,000 compounds, 0.06% hits | purified UGM, fluorescence polarization probe displacement | inhibition, % at 10 µM; in the data active = inhibition above about 10%, passing the limit was not always enough; inconclusive = no clear call, values can overlap the other calls
Target sequence (P9WIQ1 whole entry, looked up): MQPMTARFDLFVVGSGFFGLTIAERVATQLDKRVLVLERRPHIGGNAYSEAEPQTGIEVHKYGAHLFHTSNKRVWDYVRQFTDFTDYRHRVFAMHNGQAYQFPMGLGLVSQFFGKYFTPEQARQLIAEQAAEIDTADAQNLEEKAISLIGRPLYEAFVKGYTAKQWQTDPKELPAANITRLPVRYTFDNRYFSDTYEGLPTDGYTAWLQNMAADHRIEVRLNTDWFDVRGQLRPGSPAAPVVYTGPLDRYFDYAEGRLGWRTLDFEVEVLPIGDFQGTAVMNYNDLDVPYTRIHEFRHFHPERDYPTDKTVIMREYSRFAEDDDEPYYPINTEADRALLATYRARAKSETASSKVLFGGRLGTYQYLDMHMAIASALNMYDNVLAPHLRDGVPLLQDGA
CCHFV vOTU inh: CCHFV vOTU protease inhibition. Pep-AMC fluorescence. inhibition, % at 11.5 µM. 370,000 compounds, 0.55% hits; note: 0% = vehicle wells with enzyme and 100% = no enzyme wells
BoNT F protease: inhibitors of Botulinum neurotoxin F light chain protease. Multiplex microsphere protease cleavage assay, flow cytometry. inhibition, % at 10 µM. 360,000 compounds, 0.22% hits; in the data active = inhibition above about 35%, passing the limit was not always enough; inconclusive = no clear call, values can overlap the other calls; note: plate controls were buffer without enzyme for full effect and enzyme alone for no effect
BioA inh: blocks M. tuberculosis BioA enzyme activity. purified M. tuberculosis BioA enzyme, plate reader. inhibition, % at 9.99 µM. 360,000 compounds, 0.096% hits. AID 602481; in the data active = inhibition above about 40%; inconclusive = no clear call, values can overlap the other calls
GDH-TPI inh: inhibits GDH-TPI coupling enzymes, artifact for Mtb FBA screen; GDH-TPI coupled enzyme counterscreen, NADH absorbance; inhibition, % at 4.8 µM; 360,000 compounds, 1.2% hits; AID 588335;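 note: 0% = DMSO wells and 100% = wells lacking the enzyme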
FadD28 binding: M. tuberculosis FadD28 bisubstrate binding inhibition. AID 588549. FadD28 bisubstrate probe binding, fluorescence polarization. inhibition, % at 12.5 µM. 360,000 compounds, 0.22% hits; in the data active = inhibition above about 8.5%, passing the limit was not always enough; inconclusive = no clear call, values can overlap the other calls
Active calls of the source: *; ? = inconclusive; · = no result given; + = active, no number. Cut-off read from the data, not from the text of the source, unless noted: active = inhibition above about 30%; inactive = the rest.

SMILES	Mtb FBA inh	PrPC TRFRET	BoNT-A LC inh2	UGM FP inh	CCHFV vOTU inh	BoNT F protease	BioA inh	GDH-TPI inh	FadD28 binding
CN(C(=O)c1cccc(C(F)(F)F)c1)C1CCCc2ccccc21 (configuration not stated)	-1	5	0.1	-2.1	18	6	1.0	-4	-4.8
CC/C(=N\NC(=O)c1nnn(-c2nonc2N)c1CN(C)c1ccccc1)c1ccccc1	-1	-3	1.9	-3.6	12	6	-1.1	-3	-1.6
CCC1=Nc2ccccc2NC2=C1C(=O)CCC2	-2	-11	2.2	2.1	10	-44	·	5	-2.3
O=C(NCc1cccnc1)c1ccc(Cn2cc(C(F)(F)F)ccc2=O)cc1	5	7	-0.8	0.0	0	-1	·	1	-1.5
CCN1CCCC1CNc1ncnc2c1[nH]c1ccc(Cl)cc12 (configuration not stated)	10	-6	1.0	-0.1	-9	9	2.7	5	-4.4
Cc1onc(-c2c(Cl)cccc2Cl)c1C(=O)N1CCN(c2ccccc2F)CC1	1	3	-1.7	-4.0	5	10	1.2	-7	-1.0
Cc1ccc(Cn2nnc3c(=O)n(CC(=O)NCc4ccccc4)cnc32)cc1	1	5	-0.7	-0.3	-4	-2	·	-4	0.9
CCOC(=O)C(O)(c1ccc(N=c2ccccn2C)cc1)C(F)(F)F (configuration not stated)	-1	-8	-1.8	-1.4	3	?	·	18	-0.7
CS(=O)(=O)c1ccc(C(=O)OCC(=O)N2CCN(CCC3CCCCC3)CC2)cc1[N+](=O)[O-]	1	-17	-0.5	·	17	1	1.0	0	-2.5
CCCCn1nnnc1C(c1ccccc1)N1CCN(C)CC1 (configuration not stated)	·	-4	-0.3	·	0	-3	·	·	·
CCCCCCN1C=CC(=C2C(=O)c3ccccc3C2=O)C=C1	-2	-2	1.9	0.8	11	-3	0.3	7	-2.0
Nc1cc(=O)[nH]c(SCC(=O)Nc2cccc(S(=O)(=O)N3CCCCCC3)c2)n1	1	-4	0.1	0.2	15	-4	-1.2	5	1.8
COc1cc(NC(=O)c2ccc(Br)cc2)c(OC)cc1NC(=O)c1ccccc1	0	3	1.9	-1.4	10	?	-1.3	3	-3.9
COCCCNC(=O)C[C@@H]1C[C@@]2(C(=O)OC)CCCCC=C2N(Cc2ccc(Cl)cc2Cl)C1=O	·	1	0.2	·	7	4	·	·	·
CC1(C)CC(=O)C(C=NCCN2CCOCC2)=C(O)C1	-3	5	-0.8	-1.1	7	-17	-0.3	9	-0.6
COc1ccccc1/C=N/NC(=O)c1ccccc1NS(=O)(=O)c1ccc(C)cc1	11	-3	1.1	0.9	13	13	·	15	-0.6
O=C(Cc1ccc(N2CCNC2=O)cc1)N1CCCC(Nc2cccc(F)c2)C1 (configuration not stated)	-2	17	2.9	4.1	4	5	-0.5	-3	-3.1
COc1cccc(/C=C/C(=O)c2cccc([N+](=O)[O-])c2)c1OC	0	-12	-0.3	0.4	1	0	·	8	-1.6
O=C(NS(=O)(=O)c1ccc(Cl)cc1)c1ccccc1	0	-6	-0.3	-1.6	-4	-5	-1.4	2	1.5
CN(C)c1ccc(/C=C2/C(=O)NC(=O)N(CCc3ccc(F)cc3)C2=O)cc1	1	-2	-0.7	-0.9	-1	-3	·	6	-1.9
O=C(NCC1CCCCC1)c1ccc(=O)[nH]c1	0	2	-6.9	-0.2	11	-8	-0.4	1	-0.1
Cc1ccc(C)c(NC(=O)c2cnccn2)c1	1	-9	-46	-1.3	-5	?	-1.2	7	2.3
C=C(C)Cn1c(C)cc(C)c(S(=O)(=O)c2ccccc2C)c1=O	-1	-7	-0.2	0.2	10	-7	·	6	-1.9
O=C(CSc1ccc2c(c1)OCCO2)Nc1cccnc1	4	0	-1.3	-3.1	2	-6	·	2	-0.5
O=C(CN1CCN(S(=O)(=O)c2ccc(F)cc2)CC1)Nc1ccc2c(c1)OCCO2	2	6	0.4	-2.4	2	-18	0.3	0	-0.6
O=C(NCCNc1ccc([N+](=O)[O-])cc1)c1cccc2c(Br)cccc12	-5	-3	-0.9	·	-24	-3	·	-7	-2.8
CCOc1cc(C(=O)Nc2cccnc2)cc(OCC)c1OCC	1	-1	?	1.7	-5	?	24	10	-0.7
CC(=O)C1C(=O)CC(c2ccc(Cl)cc2)CC1=O (configuration not stated)	-3	1	-0.2	-1.2	-7	?	0.0	-8	-3.0
CN(C)S(=O)(=O)c1ccc(N2CCOCC2)nc1	0	-1	-0.1	-4.9	-2	6	·	5	0.7
C=CCn1c(SCC(=O)Nc2sccc2C#N)nc2sc(C)c(C)c2c1=O	1	-1	0.2	1.0	5	-18	-1.1	26	-1.5

Reprinted at random: four compounds from above.
SMILES	Mtb FBA inh	PrPC TRFRET	BoNT-A LC inh2	UGM FP inh	CCHFV vOTU inh	BoNT F protease	BioA inh	GDH-TPI inh	FadD28 binding
CS(=O)(=O)c1ccc(C(=O)OCC(=O)N2CCN(CCC3CCCCC3)CC2)cc1[N+](=O)[O-]	1	-17	-0.5	·	17	1	1.0	0	-2.5
C=C(C)Cn1c(C)cc(C)c(S(=O)(=O)c2ccccc2C)c1=O	-1	-7	-0.2	0.2	10	-7	·	6	-1.9
O=C(CN1CCN(S(=O)(=O)c2ccc(F)cc2)CC1)Nc1ccc2c(c1)OCCO2	2	6	0.4	-2.4	2	-18	0.3	0	-0.6
Nc1cc(=O)[nH]c(SCC(=O)Nc2cccc(S(=O)(=O)N3CCCCCC3)c2)n1	1	-4	0.1	0.2	15	-4	-1.2	5	1.8

More records
SMILES	Mtb FBA inh	PrPC TRFRET	BoNT-A LC inh2	UGM FP inh	CCHFV vOTU inh	BoNT F protease	BioA inh	GDH-TPI inh	FadD28 binding
CCCC(=O)Nc1ccccc1-c1nnn(CC(=O)Nc2ccc(OCC)cc2)n1	2	1	-1.1	-3.1	-1	-27	-0.6	2	-3.5
O=C(/C=C/[C@H]1O[C@@H](n2cnc3c(NC(=O)c4ccccc4)ncnc32)[C@H](O)[C@@H]1O)NCC1CCCO1 (some centres not stated)	3	0	-0.6	·	14	6	12	·	-1.7
Cn1cc([N+](=O)[O-])c(C(=O)N/N=C/c2ccc3c(c2)OCO3)n1	-2	-24	0.8	0.1	11	-2	·	15	-2.5
COc1ccc(NS(=O)(=O)c2ccc(C)c(C(=O)N(C)Cc3ccc(C)cc3)c2)cc1	3	9	·	-2.7	10	·	0.8	5	-2.3
COc1cccc(C(=O)Nc2sc(C(C)C)cc2C(N)=O)c1OC	4	0	-0.4	5.0	8	6	·	17	-1.6
Cc1cccc(C)c1NC(=O)CSc1nnc(C)n1CC1CCCO1 (configuration not stated)	4	6	-1.2	-0.7	3	-2	·	-6	-8.9
COc1ccccc1C(=O)Nc1ccc(OCc2nnc3c4ccccc4c(C)nn23)cc1	2	5	0.2	2.7	5	-1	·	-8	-4.2
COC(=O)CN1C(=O)S/C(=C/c2ccc(N3CCCCC3)o2)C1=O	-5	0	-0.2	-13	1	-2	-8.1	3	0.9
Cc1c(C(=O)NNC(=O)c2ccncc2)oc2ccc(Br)cc12	3	-3	7.2	3.0	8	14	-0.4	13	-1.9
Cn1cnc(S(=O)(=O)N2CCCCC2c2cc(C(=O)Nc3cccc4c3CCCC4)no2)c1 (configuration not stated)	0	5	0.0	·	-4	-2	0.9	-6	-3.6
COc1cnc(SCCC(F)=C(F)F)[nH]c1=O	3	-5	-0.4	2.1	9	-5	·	6	-0.3
COc1ccc(-n2nc(C(=O)NCC(=O)N3CCN(c4ccccc4)CC3)c3ccccc3c2=O)cc1OC	-4	0	-0.2	0.4	14	20	-0.1	2	0.6
CCOC(=O)c1c(NC(=O)c2cccs2)sc2c1CCN(C(=O)OCC)C2	2	10	-0.2	2.1	-7	-9	0.3	20	-3.4
O=S(=O)(Nc1ccc(-c2nc3cccnc3s2)cc1)c1ccccc1F	+	-2	0.2	2.3	-371	0	-2.5	62*	-3.4
Cc1ccccc1Nc1nc(Nc2ccccc2C)nc(SC2=NCCS2)n1	1	3	-0.2	0.9	-5	-2	-3.6	12	-1.5
Cc1ccc(S(=O)(=O)NCC(=O)OC(C)C(=O)Nc2ncc(Cl)cc2Cl)cc1 (configuration not stated)	0	-1	0.5	2.2	-2	2	-1.2	0	-2.7
CCN(CC)CCSc1nc(O)c(-c2ccccc2)c(=O)[nH]1	3	4	-1.9	1.0	1	-3	-0.4	6	-2.5
Cc1cccc(N(C)S(=O)(=O)c2ccc3c(c2)CCC(=O)N3)c1	8	-1	1.9	1.2	7	-4	·	-1	0.1
Cc1ccc(C)n1-c1sc2c(c1C#N)CCCC2	0	9	-0.3	0.8	1	-11	-1.6	12	-2.6
O=C(COc1cccc(F)c1)Nc1nc(-c2cccnc2)cs1	4	-1	2.5	-0.7	11	-18	0.2	17	-2.6
CCOc1ccc(N(CC(=O)O)S(=O)(=O)c2ccc(F)cc2)cc1	4	-2	1.5	-1.5	1	20	-2.5	7	-2.2
O=C(Nc1cccc2c(=O)[nH][nH]c(=O)c12)c1ccc([N+](=O)[O-])cc1	-1	-24	-0.2	·	8	5	17	·	2.3
CCN1C(=O)C(=O)N(CC(=O)Nc2ccccc2Oc2ccccc2)C1=O	6	-1	-0.2	-0.5	2	-2	·	3	-2.3
O=C(OCCN1CCCCC1)c1c[nH]c2ccccc12	1	-8	-0.7	-2.2	4	-10	0.2	0	-1.1
O=c1[nH]c(COc2ccc(Cl)cc2Cl)nc2ccccc12	0	7	-1.1	-0.3	5	6	0.0	0	-1.2
COc1cc(C2C(C#N)=C(N)Oc3n[nH]c(-c4cccs4)c32)cc(OC)c1O (configuration not stated)	-9	3	-1.0	0.1	-3	0	0.3	11	0.1
COc1cc(Br)c(CC2c3cc(OC)c(OC)cc3CCN2C)cc1OC (configuration not stated)	9	-5	0.1	·	8	-6	·	17	1.1
O=C(Nc1ccccc1)NC1CCCc2ccccc21 (configuration not stated)	0	-11	0.6	1.8	13	1	·	6	-3.8
Cc1nnn(C23C[C@@H]4C[C@@H](CC(C(=O)N5CCN(c6ccccc6)CC5)(C4)C2)C3)n1	-1	4	-0.5	-1.1	-4	?	2.1	-14	-4.9
Brc1ccc(/C=N/c2nc3ccccc3n2CCN2CCOCC2)cc1	3	-4	-0.4	17*	16	-1	-0.7	-4	-2.2
CC1(C)CC(=O)C(C=NCC(O)c2ccccc2)=C(O)C1 (configuration not stated)	0	-8	-3.0	-0.4	-1	-4	·	-6	-3.3
CCOC(=O)N1CCN(CCC(=O)Nc2cc(OC)cc(OC)c2)CC1	-1	0	0.3	-0.3	15	-8	-1.0	-1	-1.9
COc1ccccc1CNC(=O)c1cc(S(=O)(=O)N2CCCC2)cn1C	-2	-1	-0.7	0.1	3	-2	-0.6	-8	-3.9
O=C(NCc1cccnc1)C1CCCN(S(=O)(=O)c2ccc(Cl)cc2)C1 (configuration not stated)	3	13	1.2	-2.2	12	13	1.4	2	-1.0
CN(CC(=O)Nc1ccncc1)S(=O)(=O)c1ccc(Br)cc1	2	-1	0.5	-1.2	8	3	1.5	10	-2.5
COc1cnc(-c2cccc(C(F)(F)F)c2)c(NC(=O)c2cc3ccccc3s2)n1	-1	-6	-0.3	·	7	-8	-1.6	1	?
O=C(Nc1cccnc1)C1(c2ccccc2)CCCC1	5	1	1.2	-3.2	6	5	0.8	3	-5.6
CCOC(=O)C(Sc1nn(C)c(=S)s1)C(C)=O (configuration not stated)	-1	2	0.3	0.1	12	7	-0.5	2	-0.2
CCOc1ccc(N(CC(=O)N/N=C(\C)c2cccc(NC(C)=O)c2)S(=O)(=O)c2ccccc2)cc1	-4	-2	2.9	-0.7	14	?	-0.3	-4	·
CC1CN(C2CCN(C(=O)COc3ccccc3)CC2)CC(C)O1 (configuration not stated)	-1	-8	1.0	0.6	-2	-1	-0.1	-9	-3.0
COc1ccc(CNC(=O)C(C)Cc2ccccc2)cc1O (configuration not stated)	0	5	-1.4	-0.6	15	1	0.0	-3	-4.0
COc1ccc2nc(NC(=O)c3ccc(F)cc3)sc2c1	1	-2	-3.4	-1.5	-4	?	0.3	8	0.4

Profiles from above. Screens in order: Mtb FBA inh | PrPC TRFRET | BoNT-A LC inh2 | UGM FP inh | CCHFV vOTU inh | BoNT F protease | BioA inh | GDH-TPI inh | FadD28 binding
Listed for COc1cnc(-c2cccc(C(F)(F)F)c2)c(NC(=O)c2cc3ccccc3s2)n1 → -1 | -6 | -0.3 | · | 7 | -8 | -1.6 | 1 | ?
Listed for CCOc1ccc(N(CC(=O)N/N=C(\C)c2cccc(NC(C)=O)c2)S(=O)(=O)c2ccccc2)cc1 → -4 | -2 | 2.9 | -0.7 | 14 | ? | -0.3 | -4 | ·

Screening results as filed in PubChem.
